Screening data (PubChem)
Rab9 prom act: qHTS Assay for Rab9 Promoter Activators; Potency, µM (highest dose often 9.22 µM), for the others: at the top dose activation, negative = inhibition, usual class: activators; AID 485297, 2010; Huh7 Rab9 promoter-luciferase reporter, luminescence, 24 h; 320,000 compounds, 2.8% hits; further: potency means the concentration at half of the fitted maximal effect; % of control where 0% means no effect; nearly all actives have a fitted effect of over 60% in size
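Cells were plated at 1500 per well in reduced-serum medium with 10% FBS and left 2 h. Compound in DMSO was then added for 24 h at 37 °C. Reporter signal was read by luminescence after 10 min with luciferase detection reagent.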
RORgamma inh: qHTS for inhibitors of ROR gamma transcriptional activity; Potency, µM (highest dose often 53.6 µM), for the others: top-dose activity change, negative = inhibition, hits mostly inhibitors; Nuclear receptor ROR-gamma (Mus musculus), P51450; Drosophila S2 Gal4-RORgamma UAS-luciferase reporter, 20 h; 310,000 compounds, 5.4% hits; further: potency means the concentration at half of the fitted maximal effect; on the % scale 0 is the no-effect control and ±100 the full control effect; nearly all actives have a fitted effect of over 60% in size
Target sequence (P51450 whole entry, looked up, the tested form may be a part): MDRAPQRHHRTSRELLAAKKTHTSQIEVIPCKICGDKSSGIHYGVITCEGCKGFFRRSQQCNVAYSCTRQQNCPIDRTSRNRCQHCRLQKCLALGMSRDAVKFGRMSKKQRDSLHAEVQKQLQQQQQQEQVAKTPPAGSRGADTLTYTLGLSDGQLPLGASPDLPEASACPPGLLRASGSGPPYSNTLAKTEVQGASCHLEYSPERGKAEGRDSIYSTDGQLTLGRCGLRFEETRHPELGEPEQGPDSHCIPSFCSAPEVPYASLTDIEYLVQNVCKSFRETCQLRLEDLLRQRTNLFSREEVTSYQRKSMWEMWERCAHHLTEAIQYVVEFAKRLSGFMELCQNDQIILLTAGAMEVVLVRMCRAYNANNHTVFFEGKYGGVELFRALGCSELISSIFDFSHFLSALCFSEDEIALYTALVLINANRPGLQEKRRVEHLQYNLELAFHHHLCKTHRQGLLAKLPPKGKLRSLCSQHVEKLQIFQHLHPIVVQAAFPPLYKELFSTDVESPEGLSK
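Read-out: Photinus luciferase luminescence; inhibitors lower reporter signal. Insect Schneider cells with Gal4-ROR gamma fusion under metallothionein promoter, UAS reporter; 700 uM final copper sulfate induction, 20 hr, ambient temperature.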
ELG1 genotoxic: qHTS screen for small molecules that induce genotoxicity in human embryonic kidney (HEK293T) cells expressing luciferase-tagged ELG1. HEK293T ELG1-luciferase reporter, luminescence, 16 h. Potency, µM (top dose mostly 46 µM), inactives show at the top dose activity change, positive = activation, hits mostly activators. 330,000 compounds, 1.3% hits. AID 504466, 2011; further: potency means the concentration at half of the fitted maximal effect; % of control where 0% means no effect; nearly all actives have a fitted effect of over 60% in size
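16 hr compound incubation (37 °C, 5% CO2) of HEK293T cells carrying luciferase-tagged ELG1; luciferase then measured by ONE-Glo luminescence after 30 min at RT.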
FLuc counter: qHTS profiling assay for firefly luciferase inhibitor/activator using purifed enzyme and Km concentrations of substrates (counterscreen for miR-21 project); purified FLuc, Km substrates, luminescence inhibition; Potency, µM (doses to about 57.5 µM), for the others: top-dose activity change, negative = inhibition, actives largely listed as inhibitors; 360,000 compounds, 6.9% hits; AID 588342, 2011;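 further: potency means the concentration at half of the fitted maximal effect; plate controls were vehicle for no effect and reference inhibitor for full effect; nearly all actives have a fitted effect of over 55% in size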
Target sequence (P08659 whole entry, looked up): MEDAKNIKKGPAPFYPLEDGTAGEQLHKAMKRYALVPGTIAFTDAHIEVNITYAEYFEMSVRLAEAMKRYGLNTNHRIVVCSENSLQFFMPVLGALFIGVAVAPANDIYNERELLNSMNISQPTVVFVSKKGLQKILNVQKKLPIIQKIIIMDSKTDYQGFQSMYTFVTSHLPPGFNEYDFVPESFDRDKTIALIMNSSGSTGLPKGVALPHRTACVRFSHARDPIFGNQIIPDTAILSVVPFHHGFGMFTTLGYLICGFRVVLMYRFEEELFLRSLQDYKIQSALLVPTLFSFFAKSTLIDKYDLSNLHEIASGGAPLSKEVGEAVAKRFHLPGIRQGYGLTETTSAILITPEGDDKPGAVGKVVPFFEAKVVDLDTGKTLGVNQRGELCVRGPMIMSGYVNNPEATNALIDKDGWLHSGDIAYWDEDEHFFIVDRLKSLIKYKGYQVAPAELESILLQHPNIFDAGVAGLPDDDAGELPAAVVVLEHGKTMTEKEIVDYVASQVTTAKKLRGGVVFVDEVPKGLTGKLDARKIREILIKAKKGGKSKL
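Biochemical qHTS of compounds, final roughly 60 µM downward over six points, against 10 nM purified firefly luciferase using Km concentrations of substrates (10 uM D-luciferin, 10 uM ATP) in Tris acetate pH 7.5 buffer; luminescence output.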
Giardia killer: Small Molecules that selectively kill Giardia lamblia: qHTS. AID 540267, 2011. Giardia lamblia trophozoite viability. 340,000 compounds, 0.15% hits. activity change, % at 7.66 µM, hits read low; in the data active means activity change below about -80%; inconclusive means between about -30% and that limit;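 further: parasites exposed to compound for two days anaerobically before the ATP read; on the % scale 0 is the no-effect control and ±100 the full control effect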
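Giardia lamblia trophozoites (100 cells/well) were incubated with compounds for 48 h at 37 deg C under anaerobic conditions. Viability was read as ATP content by one-step luminescence after 15-30 min at room temperature.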
Tb PFK block: qHTS Assay to Find Inhibitors of T. brucei phosphofructokinase; T. brucei PFK, ADP-Glo luminescence; ATP-dependent 6-phosphofructokinase (Trypanosoma brucei brucei), O15648; Potency, µM (doses to about 57.5 µM), inactives show top-dose activity, negative = inhibition, actives largely listed as inhibitors; 330,000 compounds, 0.17% hits;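 further: potency means the concentration at half of the fitted maximal effect; 0% = uninhibited 1x PFK enzyme wells and -100% = no-enzyme wells; nearly all actives have a fitted effect of over 60% in size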
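PFK 1.25 nM, F6P 0.5 mM, ATP 0.1 mM, 0.1 M TEA pH 8.0, 5 mM MgCl2, 0.01% Tween20, 0.1% BSA; 45 min RT. ADP-Glo readout. qHTS titration up to 57 uM; curves fitted, compounds curve-classed.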
KCNH2 3.1 block: qHTS for Inhibitors of KCHN2 3.1: Mutant qHTS; Potassium voltage-gated channel subfamily H member 2, brain isoform KCNH2 3.1 (human); U2OS KCNH2 3.1, thallium flux FluxOr; hits give low values; activity change, % (tested at about 1.8 µM); 340,000 compounds, 0.95% hits; AID 720553, 2013;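 active means maximum activity change below -70%; inconclusive means maximum activity change from -70% to -50%; inactive means maximum activity change above -50%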;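 further: thallium influx rate constant from kinetic fluorescence after stimulation buffer; on the % scale 0 is the no-effect control and ±100 the full control effect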
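Steps: virus added to U2OS suspension (4 h, RT, dark); medium with 10% FBS added, cells plated, 37 C overnight; FluxOr/Red40 loading buffer 45 min RT; stimulation buffer, 2 min kinetic read; rate constant normalized.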
uPA surface inh: qHTS for Inhibitors of Cell Surface uPA Generation. cell surface uPA generation assay, qHTS. Potency, µM (series often up to 38.3 µM), without a hit: top-dose activity change, negative = inhibition, actives largely listed as inhibitors. 330,000 compounds, 0.31% hits. AID 540303, 2011; active means well fitted inhibition curve with a large enough effect; inconclusive means small, poorly fitted or top-dose-only effect; inactive means no such curve, though single readings can be large or run the other way; tested in mouse RAW 264.7 cells; further: potency means the concentration at half of the fitted maximal effect; on the % scale 0 is the no-effect control and ±100 the full control effect; nearly all actives have a fitted effect of over 55% in size
Coupling enz: qHTS Assay for Inhibitors of Fructose-1,6-bisphosphate Aldolase from Giardia Lamblia: Coupling assay counterscreen; 290,000 compounds, 0.67% hits; activity change, negative = inhibition, % at 58.2 µM, hits read low; AID 2472, 2010; coupling enzyme system counterscreen, AmpLite Red fluorescence; in the data active means activity change below about -30%; further: on the % scale 0 is the no-effect control and ±100 the full control effect
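Counterscreen lacking aldolase: glyceraldehyde-3-phosphate coupling-enzyme reagent preincubated 10 min at RT with compound (at 57.5 uM final), then substrate/coupling system with AmpLite Red added; fluorescence read at 525/598 nm after 20 min RT.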
NPC1 prom act: qHTS Assay for NPC1 Promoter Activators | Huh7 NPC1 promoter luciferase reporter, 24 h | Potency, µM (series often up to 9.22 µM), without a hit: at the top dose activation, hits mostly activators | 320,000 compounds, 2.4% hits | AID 485313, 2010;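 further: potency means the concentration at half of the fitted maximal effect; % of control where 0% means no effect; nearly all actives have a fitted effect of over 60% in size; reporter is driven by a mutant NPC1 promoter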
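Huh7 reporter cells (NPC1 promoter driving luciferase) are dosed with compound for 24 h at 37 °C, 5% CO2; luciferase detection reagent is then added and luminescence measured after 10 min at ambient temperature.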
Gal4-VP16 FLuc: VP16 counterscreen qHTS for inhibitors of ROR gamma transcriptional activity; Drosophila S2 Gal4-VP16 UAS-luciferase, luminescence, 20 h; Potency, µM (highest dose often 53.6 µM), for inactives: at the top dose activity, negative = inhibition, actives largely listed as inhibitors; 310,000 compounds, 3.5% hits;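 further: Gal4-VP16 expression switched on by copper sulfate through the metallothionein promoter; potency means the concentration at half of the fitted maximal effect; on the % scale 0 is the no-effect control and ±100 the full control effect; nearly all actives have a fitted effect of over 50% in size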
* marks the source's active call; other numbers are inactive results; ? = inconclusive; · = no result given; [ ] = remark or other dose. Unless noted, the call rests on the fitted dose curve; in most records, active means well fitted curve in the direction sought with a large enough effect; inconclusive means small, poorly fitted or top-dose-only effect, or another doubt; inactive means no such curve, though single readings can be large; an effect the other way counts as inactive or inconclusive.

SMILES	Rab9 prom act	RORgamma inh	ELG1 genotoxic	FLuc counter	Giardia killer	Tb PFK block	KCNH2 3.1 block	uPA surface inh	Coupling enz	NPC1 prom act	Gal4-VP16 FLuc
COc1ccc(C(=O)N2CCOC2CNC(=O)C(=O)NCc2ccc3c(c2)OCO3)cc1 (stereo not given)	-1%	-21%	0%	3%	-14	-3%	14	1%	-5	-1%	-17%
O=C(NC(=S)Nn1cnnc1)c1ccc(F)cc1Cl	2%	-3%	3%	2%	-19	2%	4	-1%	0	-2%	-5%
O=C(Nc1cccc([N+](=O)[O-])c1)Nc1cccs1	9%	36%	-8%	27µM*	4	-8%	-4	?	-4	10%	1%
CCOc1ccc(S(=O)(=O)N2CCC(C(=O)N3CCCCCC3)CC2)cc1Cl	-11%	33%	-10%	6%	-4	0%	-8	-22%	·	-4%	-17%
COc1cccc2sc(Nc3nc(-c4ccccn4)cs3)nc12	?	0.045µM*	9%	12µM*	·	6%	·	·	-14	21%	·
CCC1CCCCN1Cc1ccc(OC)c(C)c1 (stereo not given)	-5%	-21%	-1%	0%	-17	5%	-17	-5%	2	2%	1%
CCC(C)C(Nc1ccc(C(=O)OC)cc1[N+](=O)[O-])C(=O)OC (stereo not given)	-7%	-4%	-1%	0%	2	-1%	-8	3%	1	2%	-3%
CC(C)CNC(=O)c1cccc(NC(=O)COc2ccc([N+](=O)[O-])cc2)c1	-24%	?	-13%	?	-5	-8%	·	-5%	3	-5%	4%
COc1cc(Cl)ccc1OCc1cc(C(=O)NCCCN2CCCC2=O)no1	4%	15%	1%	21µM*	9	0%	14	-2%	·	3%	5%
CC1=C(C(=O)O)N2C(=O)C(NC(=O)c3ccc(F)cc3)C2SC1 (stereo not given)	1%	·	0%	?	-6	6%	11	5%	·	1%	·
CC(C)C1COS(=O)(=O)NC1CC(=O)SC(C)(C)C (stereo not given)	-5%	2%	-1%	2%	-19	-2%	-6	3%	-3	2%	-2%
CC1(C(=O)NC2CCCCCCC2)CCC(=O)N1CCN1CCOCC1 (stereo not given)	2%	-3%	1%	-3%	-8	0%	11	1%	0	0%	-1%
COc1cc(C(C)=O)ccc1COc1ccc(C(=O)OC(C)C(=O)NC(N)=O)cc1OC (stereo not given)	-5%	0%	-4%	6%	8	-2%	0	-3%	2	-2%	4%
CCN(CC(=O)NCc1cccs1)S(=O)(=O)c1ccc(F)c(F)c1F	-1%	·	0%	-3%	20	15%	9	6%	·	1%	·
COc1ccc(Cl)cc1NC(=O)CN(C)Cc1cccs1	2%	99%	-2%	-3%	-9	-7%	7	-1%	1	-1%	-10%
CCc1ccc(CNC(=O)C2CCCN(c3nnc(C)c4c(C)n(-c5ccccc5)nc34)C2)cc1 (stereo not given)	-4%	?	-14%	0%	0	-3%	9	9%	·	0%	?
Cc1nc(-c2cccs2)ccc1C(=O)O	18%	13%	-1%	-14%	6	-3%	33	-2%	0	0%	-10%
Cc1ccc(-c2nc(CS(=O)CC(=O)NCCN(CC(C)C)CC(C)C)c(C)o2)cc1 (stereo not given)	-11%	-12%	-1%	3%	-7	-4%	·	-3%	2	-2%	-19%
O=C(O)c1ccc(S(=O)(=O)c2ccc3c(c2)C(=O)N(c2ccc(O)cc2)C3=O)cc1	9%	-8%	-1%	-3%	7	0%	-1	-4%	17	-3%	-10%
Cc1nnc2ccc(-c3ccc(NC(=O)c4cccnc4Cl)cc3)nn12	-3%	-17%	?	2%	7	-1%	-4	-8%	2	-7%	0%
COc1cccc(-c2nn(-c3ccccc3)cc2/C=C(\C#N)C(=O)NCCCn2ccnc2)c1	1%	26%	-5%	-21%	-3	0%	-25	-18%	0	-1%	18%
Cc1cccc(-n2ncc3c(N(CCO)CCO)ncnc32)c1	3.5µM*	?	?	15µM*	4	0%	-10	-22%	-6	3.2µM*	?
Brc1ccc(-c2cnco2)cc1	-3%	-27%	0%	-6%	10	-1%	3	-3%	9	-3%	-6%
CC1(C)CC(C(CC(=O)N2CCCC2)Cc2ccccc2)CCO1 (stereo not given)	0%	3%	-1%	1%	4	-5%	13	-7%	-1	-1%	-19%
CCOc1ccc(NC(=S)NC2CC3CCC(C2)N3Cc2ccco2)cc1 (stereo not given)	-5%	2%	-8%	0%	-15	-7%	-7	-3%	-4	8%	-8%
Cc1ccccc1Nc1c(N)c(=O)oc2ccccc12	-1%	?	-3%	-1%	20	-1%	1	-4%	-1	0%	23%
Cc1c(C(=O)NC(C)c2ccncc2)oc2ccccc12 (stereo not given)	0%	-16%	-1%	-1%	8	-3%	-109*	·	1	-1%	3%
COC(=O)COc1ccc(Cl)cc1C1Nc2ccccc2C(=O)N1c1ccc(OC)cc1 (stereo not given)	-4%	39%	8%	-1%	4	-3%	-1	-8%	4	-5%	-5%
OCCC1CN(Cc2ccccc2OC2CCCC2)CCN1Cc1ccsc1 (stereo not given)	-5%	15%	-5%	-2%	3	1%	-2	2%	1	-9%	-13%
Cc1c(C)n(CCC(=O)O)c2ccccc12	1%	9%	0%	3%	2	-5%	10	2%	5	-2%	2%
CCc1nc2ccccc2c(C(=O)OCC(=O)NC2CCCC2)c1C	·	·	-1%	·	-2	0%	21	-1%	·	·	·
CC1(C)C(=O)Nc2ccccc2N1C(=O)CN1C(=O)c2ccccc2C1=O	8%	-14%	3%	1%	7	-6%	6	1%	-4	0%	-5%
O=C(Nc1cccc(S(=O)(=O)N2CCOCC2)c1)c1cn(-c2ccccc2)nc1-c1ccccc1	-5%	17%[10 µM]	-3%	-16%	5	0%	·	7%	-5	-6%	-4%
Cc1onc(-c2c(Cl)cccc2Cl)c1NC(=O)NNc1c(Cl)cncc1Cl	0%	7%	-2%	0%	3	-4%	-27	-1%	1	-4%	3%
CCCN1Cc2cccc(C(=O)NCCCOC(C)C)c2C1=O	-4%	24%	-4%	2%	-7	-1%	15	3%	1	9%	4%
CC(C)NC(=O)[C@H]1N2C(=O)c3ccccc3C2SC1(C)C (stereo not given in full)	0%	23%	0%	2%	-15	2%	3	1%	-2	0%	14%
COc1ccc(N2C(=O)c3ccccc3NC2c2ccc(OC)c(CN3CCOCC3)c2)cc1 (stereo not given)	?	-1%	?	-4%	-19	-3%	1	-25%	-1	2.8µM*	-3%
O=C(CSc1cc(Cl)ccc1Cl)NC1CC1	1%	·	1%	-1%	7	-2%	7	-7%	·	-4%	·
O=C(COc1ccccc1)N1CCN=C1SCc1ccccc1F	0%	14%	0%	0%	-23	-2%	1	0%	0	-5%	4%
Cc1ccc2c(C(=O)CN3CCCCC3)c(C)[nH]c2c1	2%	-2%	0%	-2%	12	-7%	11	5%	-4	0%	-8%
c1csc(-c2cn3c(n2)SCC3)c1	29%	-4%	3%	-23%	-19	2%	8	4%	3	11%	15%
CCOC(=O)Cn1nc(C)c([N+](=O)[O-])c1C	-6%	-5%	5%	-2%	-4	1%	-39	-2%	4	-2%	-5%
CC(C)Cc1nc(N2CCN(C(=O)c3ccccc3)CC2)c(C#N)c2c1CCC2	-1%	35µM*	-4%	0%	16	4%	-5	2%	-1	-1%	40µM*
CCOC(=O)C1CCN(C(=O)c2cccc(S(=O)(=O)NCc3ccccc3)c2)CC1	2%	·	1%	-2%	-8	-5%	15	-6%	·	1%	·
COCCN1C(=O)C(=O)/C(=C(/O)c2ccc(S(=O)(=O)N3CCCCC3)cc2)C1c1ccc(OC)cc1 (stereo not given)	-8%	10%	-1%	1%	-7	-3%	9	-1%	22	-1%	-14%
CC1SC(c2ccc(F)cc2)N(CCc2ccccc2)C1=O (stereo not given)	-1%	-2%	0%	-6%	-23	-7%	-6	-3%	-2	11%	5%
CC(=O)Nc1ccc(NC(=O)C(C)OC(=O)c2cc(S(=O)(=O)N(C)C)ccc2N2CCCC2)cc1 (stereo not given)	4%	·	-1%	-5%	7	-1%	10	-91%	·	0%	·
CC(=O)NCCc1nc2ccccc2n1CCCCOc1ccccc1	-10%	37%	-8%	-1%	6	6%	2	3%	0	2%	-10%
